Screening data (PubChem BioAssay)
TNAP act hi DEA = increases human TNAP activity under high phosphate acceptor concentration; purified TNAP, CDP-star luminescence, 1 M DEA, 30 min; active compounds read high; 0 = EDTA background, 1 = DMSO-only activity; activation factor at 20 µM; 200,000 tested, under 10 active;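 active = activation factor at least 2 at 20 µM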
Target sequence (P05186 whole entry, looked up): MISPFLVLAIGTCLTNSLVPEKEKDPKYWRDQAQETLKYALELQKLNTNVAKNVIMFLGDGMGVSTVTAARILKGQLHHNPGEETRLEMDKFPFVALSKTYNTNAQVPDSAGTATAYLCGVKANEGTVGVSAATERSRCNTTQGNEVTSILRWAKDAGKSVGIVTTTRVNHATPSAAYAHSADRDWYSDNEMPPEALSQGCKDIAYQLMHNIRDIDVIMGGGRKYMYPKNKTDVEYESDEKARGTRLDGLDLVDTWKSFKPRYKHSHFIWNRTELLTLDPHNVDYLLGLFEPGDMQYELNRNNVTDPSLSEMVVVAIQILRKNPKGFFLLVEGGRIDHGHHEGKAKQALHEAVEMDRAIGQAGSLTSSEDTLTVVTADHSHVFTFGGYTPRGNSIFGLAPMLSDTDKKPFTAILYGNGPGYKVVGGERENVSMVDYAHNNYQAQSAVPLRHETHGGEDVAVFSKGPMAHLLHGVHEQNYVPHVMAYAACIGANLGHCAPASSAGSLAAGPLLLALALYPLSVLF
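Control set: EDTA negative control, DMSO positive control / Assay system: human TNAP / Quantity: TNAP 1/800 final / Evaluation: TNAP activation factor scaled between EDTA and DMSO control wells / Measured by: luminescent substrate turnover signal / Compound dosing: one dose, 20 µM / Times: 30 min enzyme reaction at room temperature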
PMI act satM6P = activators of human phosphomannose isomerase at near-saturating mannose 6-phosphate | P34949 | 190,000 compounds, 0.34% hits | coupled PMI enzyme assay, resazurin fluorescence, 20 min; active compounds read high; 1 = untreated enzyme, 0 = substrate-free blank | activation factor at 20 µM;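 active = activation factor of 2 or more at 20 µM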
Target sequence (P34949 whole entry, looked up): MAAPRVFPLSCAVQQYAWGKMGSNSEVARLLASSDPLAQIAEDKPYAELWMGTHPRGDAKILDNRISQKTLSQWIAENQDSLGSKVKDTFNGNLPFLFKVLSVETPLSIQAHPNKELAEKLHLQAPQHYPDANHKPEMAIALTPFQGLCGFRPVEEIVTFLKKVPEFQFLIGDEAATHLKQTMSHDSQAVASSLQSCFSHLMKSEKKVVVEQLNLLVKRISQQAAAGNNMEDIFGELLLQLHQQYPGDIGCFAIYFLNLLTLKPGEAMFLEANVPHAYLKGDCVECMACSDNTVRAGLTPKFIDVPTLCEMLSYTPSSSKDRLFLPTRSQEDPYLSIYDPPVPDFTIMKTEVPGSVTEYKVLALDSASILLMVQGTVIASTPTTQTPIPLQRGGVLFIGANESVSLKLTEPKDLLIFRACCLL
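Test system: human phosphomannose isomerase with PGI, G6PDH, diaphorase coupling enzymes; amount: 15 ng/mL PMI; incubation: enzyme reaction with compound 20 min at room temperature; technique: resorufin fluorescence (Ex 544/Em 590 nm) from resazurin via diaphorase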
Diaph act CS = counter-screen for diaphorase-based assays: diaphorase activators and chemical reducers. Diaphorase/resazurin coupled assay, resorufin fluorescence, 16 min; active compounds read high; 1 = vehicle wells, 0 = NADH-free wells. activation factor at 20 µM. 190,000 compounds, 0.005% hits. AID 1229;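 active = diaphorase activity raised at least twofold by the compound at 20 µM; inactive = activation factor below 2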
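Assay system: bacterial diaphorase enzyme (C. kluyveri) / Input: enzyme 0.07 U/mL final / Medium: 50 mM HEPES pH 7.4 with 4.542 mM MgCl2, 0.005% Tween 20 / Doses: single compound dose of 20 µM, 1% DMSO final / Incubation: 16 min enzyme reaction, ambient temperature / Signal: fluorescence, excitation 544 nm and emission 590 nm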
bIAP activator = intestinal alkaline phosphatase (bovine) activation | purified bovine IAP, CDP-star luminescence, 30 min; active compounds read high; fold of DMSO-control signal, blank-subtracted | activation factor at 20 µM | 200,000 compounds, 0.17% hits | AID 1016;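 active = activation factor of 2 or more at 20 µM, a signal rise over negative controls twice the positive control's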
Lmaj promast = reduces viability of Leishmania major promastigotes. resazurin fluorescence viability. inhibition, % at 10 µM. 200,000 compounds, 9% hits. AID 1063; in the data active = inhibition above about 50%;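 also: promastigotes grown with compound for 44 hours at 28 °C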
TNAP inh hiacc = blocks human TNAP under high phosphate acceptor concentration; P05186; purified TNAP, CDP-star luminescence, 1 M DEA; inhibition, % at 20 µM; 200,000 compounds, 0.03% hits;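 active = over 50% inhibition of tissue-nonspecific alkaline phosphatase at 20 µM in the single-dose screen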;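 also: plate controls were DMSO wells for no effect and EDTA-quenched wells as full inhibition for full effect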
TNAP inh no acc = blocks human TNAP activity with no phosphate acceptor present. P05186. purified TNAP, CDP-star luminescence, 30 min. inhibition, % at 20 µM. 200,000 compounds, 0.26% hits. AID 1012;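 active = tissue-nonspecific alkaline phosphatase inhibition above about 50% at 20 µM in the single-dose screen, limit read from the data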;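 also: 0% = DMSO negative control and 100% = EDTA positive control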
Diaphorase inh = inhibits diaphorase or chemically oxidizes, flagging diaphorase assay artifacts; diaphorase resazurin-to-resorufin fluorescence, NADH, 16 min; bacterial (C. kluyveri) enzyme, not human; 190,000 compounds, 0.69% hits; inhibition, % at 20 µM; AID 1217;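 active = primary screen inhibition at 20 µM above a set limit, cut at about 50% in these data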;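 also: plate controls were DMSO with full reaction for no effect and wells lacking NADH for full effect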
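Assay system: diaphorase enzyme from Clostridium kluyveri. Quantity: enzyme working solution with 0.14 U/mL diaphorase. Schedule: reaction incubation of 16 min at room temperature. Technique: resorufin fluorescence, excitation 544 nm, emission 590 nm. Controls: No-NADH positive control and DMSO neutral control.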
bIAP inh = blocks bovine intestinal alkaline phosphatase activity. purified bovine IAP, CDP-star luminescence, 30 min. inhibition, % at 20 µM. 190,000 tested, under 10 active. AID 1019;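 active = over 50% inhibition of intestinal alkaline phosphatase at 20 µM in the single-dose screen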
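System: purified bovine intestinal alkaline phosphatase (IAP) enzyme; Input: IAP diluted 1/65,000,000 in the well; Measured by: CDP-star luminescence signal; Compound dosing: 20 µM single dose; Incubation: 30 min reaction at room temperature.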
PMI activator = increases human mannose-6-phosphate isomerase activity; P34949; purified human PMI, coupled resazurin fluorescence, 20 min; active compounds read high; 1 = vehicle control, 0 substrate-free wells; activation factor at 20 µM; 190,000 compounds, 0.005% hits; AID 1214;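 active = activation factor of 2 or more at 20 µM, relative to plate controls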
* = called active by the depositor; · = not tested or not shown.

SMILES	TNAP act hi DEA	PMI act satM6P	Diaph act CS	bIAP activator	Lmaj promast	TNAP inh hiacc	TNAP inh no acc	Diaphorase inh	bIAP inh	PMI activator
CCCc1cc(=O)[nH]c(SCC(=O)c2[nH]c(C)c(C(=O)OCC)c2C)n1	1	1	0.9	0.9	-5	0	-5	5	12	1.1
CC(C)(C)C1CCc2c(sc(NC(=O)C3CC=CCC3C(=O)O)c2C#N)C1 (centres undefined)	1.1	0.9	0.7	0.3	-6	-8	-11	28	·	1
Cc1oc(-c2ccc(Cl)cc2)nc1CN1CCC(C(=O)NCc2ccco2)CC1	1	1	1	1.1	-2	-5	1	-1	-10	1.2
CCCS(=O)(=O)N1CCC(C(=O)NC2CCC(C)CC2)CC1 (centres undefined)	1	0.9	0.9	0.9	-4	-3	-11	6	6	0.9
Cc1c(-n2cc(C(=O)O)c(=O)c3cc(F)c(N4CCCC(O)C4)c(F)c32)c(=O)n(-c2ccccc2)n1C (centres undefined)	1	0.9	1	0.8	-8	-3	-9	3	18	1
CC1CCc2cc(F)ccc2N1C(=O)CCC(=O)O (centres undefined)	1	1	1	0.9	-3	1	-7	5	10	1
Cc1nnc(N(C)C(=O)c2ccncc2)s1	1.1	1	0.8	0.9	-1	-5	-9	21	10	0.9
CN(CCOC(=O)C1c2ccccc2Oc2ccccc21)C(C)(C)C	1	0.9	1	1	-5	1	-5	1	-2	1
CN(C)c1ccc(/C=C/C(=O)c2ccc(C(C)(C)C)cc2)cc1[N+](=O)[O-]	1	0.9	1	1.1	27	5	0	3	-6	0.9
CCNC(=O)COc1cc(C)c(Cl)c(C)c1	1	0.9	1	0.9	-2	-2	-8	5	10	0.9
Cc1cc(C(=O)N/N=C/c2ccc(Cl)c([N+](=O)[O-])c2)c(C)n1-c1ccc(F)cc1	1	1.2	0.8	0.9	20	-1	-6	18	10	1.3
Clc1ccc(OCCSc2ncccn2)cc1	1	0.9	0.9	0.7	-10	1	-5	6	26	0.9
O=S(=O)(c1cccs1)n1cccn1	1	1.1	1	0.6	-3	-4	-12	1	37	1
O=C(CNc1ccc(F)cc1)N/N=C/C1CC=CCC1 (centres undefined)	1	1.1	0.9	1.2	-3	0	-6	6	-22	1.3
COc1ccc(C2C(C(C)=O)=C(O)C(=O)N2c2nccs2)cc1OC (centres undefined)	1	1.1	0.8	0.7	-6	-3	-22	17	28	1
CC1(C)Cc2c(c(-c3ccco3)[nH]c(=O)c2C#N)CO1	1	1	0.9	0.9	-1	-5	-13	14	13	1
CCCOc1ccc(C(=O)O/N=C(\CC)c2ccc(C)cc2)cc1	1	1	0.9	0.9	-1	2	-20	11	10	0.9
CCn1c(SCC(=O)NCC2CCCO2)nnc1-c1ccc(Cl)cc1 (centres undefined)	1	1	0.9	1	-3	-3	-12	14	4	1
COC(=O)N1CCN(c2ccc(Cl)c(Cl)c2)CC1	1	0.9	0.9	1.1	21	0	-6	14	-7	0.8
O=C(CCN1C(=O)c2ccccc2C1=O)Nc1ccc2c(c1)OCCO2	1	1	1	1.1	-1	-3	-8	-3	-6	1
CCCSc1nc(N)cc(=O)[nH]1	1	1	0.9	0.9	-7	2	2	6	11	0.9
CC(C)(C)NC(=O)NC(=O)CN1CCC(Cc2ccccc2)CC1	1	1	1	1.2	-1	-3	-7	3	-16	1
CCOC(=O)c1ccc2nc(C)c(CCC(C)=O)c(Cl)c2c1	1	0.9	1	1	10	-2	-2	4	-4	0.9
CC(NC(=O)CCl)c1ccc(Cl)c(Cl)c1 (centres undefined)	1.1	1	0.9	1	63*	-8	-7	9	3	1
COc1ccc(NS(=O)(=O)c2cc(NC(=O)c3cccs3)ccc2N2CCCC2)cc1	1	1.3	0.8	1.2	34	-3	-6	21	-22	1.2
Cc1ccc(F)c(NC(=O)CCc2ccccc2)c1	1	1	0.9	0.9	-6	0	-7	11	12	1.1
CCSC1(SCC)N=C(N)C2(C#N)C(c3ccccc3)NC(C)=C(C)C12C#N (centres undefined)	1	1	0.9	0.9	7	-2	-5	7	7	0.9
O=C(Cn1cnc2scc(-c3ccccc3)c2c1=O)N1CCOCC1	1	1.1	1	1	-3	-1	-10	-3	4	1
Cc1cccc(OCC(=O)NNC(=O)C2CCCCC2C(=O)O)c1 (centres undefined)	1.1	0.9	0.9	0.9	-7	-6	-9	12	7	0.9
CC(NC(=O)c1ccc(OC2CCN(Cc3ccccn3)CC2)cc1)c1ccccc1 (centres undefined)	1.1	1.1	1.1	1.1	7	-6	-8	-12	-5	1
CCCC12CN3CC(C)(CN(C1)C31CCCCC1)C2=O	1	1	0.9	0.9	-5	1	-21	10	9	0.9
CC(C)NS(=O)(=O)c1ccc(OCC(=O)Nc2cccc(F)c2)cc1	1	0.9	0.9	1	-4	-2	-7	14	-4	1
NC(=O)COc1c(-c2ccccc2)oc2ccccc2c1=O	1.1	1	0.9	0.9	1	-8	-14	5	13	1
CC(=O)n1cc([C@H]2C=C(C(=O)NCc3ccccc3)O[C@@H](OCCCCO)C2)c2ccccc21	1	0.5	0.7	1	7	-3	-4	27	-2	0.9
CCNc1ccc(S(N)(=O)=O)cc1[N+](=O)[O-]	1	1	0.9	0.9	44	4	-9	13	12	0.8
CCc1ccc(CN(C)Cc2nc(Cc3ccccc3)no2)nc1	1.1	0.9	0.9	1.1	14	-6	-3	8	-5	0.9
COc1cc(/C=N/N=C2/NC(=O)C(Cc3ccccc3)S2)ccc1O (centres undefined)	1	0.9	0.9	0.9	7	1	-4	6	5	1
CCOc1ccc(-c2nc(-c3cccs3)c(CC(=O)O)s2)cc1OC	1	1	1	1	2	2	-2	5	-1	1
Cc1cc(CNC(=O)CC2C(=O)NCCN2Cc2ccccc2C(F)(F)F)on1 (centres undefined)	1.1	0.8	0.8	1	8	-9	-16	23	-2	1
COc1ccccc1NC(=O)N1CCN(c2ccc(F)cc2)CC1	1	0.9	0.9	0.9	-3	3	-4	11	11	0.9

Among those listed so far, these have a furan ring, fused or not.
SMILES	TNAP act hi DEA	PMI act satM6P	Diaph act CS	bIAP activator	Lmaj promast	TNAP inh hiacc	TNAP inh no acc	Diaphorase inh	bIAP inh	PMI activator
Cc1oc(-c2ccc(Cl)cc2)nc1CN1CCC(C(=O)NCc2ccco2)CC1	1	1	1	1.1	-2	-5	1	-1	-10	1.2
CC1(C)Cc2c(c(-c3ccco3)[nH]c(=O)c2C#N)CO1	1	1	0.9	0.9	-1	-5	-13	14	13	1

Later entries.
SMILES	TNAP act hi DEA	PMI act satM6P	Diaph act CS	bIAP activator	Lmaj promast	TNAP inh hiacc	TNAP inh no acc	Diaphorase inh	bIAP inh	PMI activator
Cc1nn(C(=O)c2c([N+](=O)[O-])cnn2C)c(C)c1Cl	1	1.1	0.9	0.9	-10	-2	-3	5	13	1.1
COc1cc2c(cc1OC)CN(C(=O)CCCN1C(=O)c3ccccc3C1=O)CC2	1.1	1.1	0.8	0.9	-2	-6	-16	20	10	1.2
CCCOc1ccc(OCCOCCNCc2ccccc2)cc1	1	1	0.9	1	98*	-1	-7	8	-5	1
CCOC(=O)C1=C(C)N=C2SC(C(=O)OC)=CC(=O)N2C1c1ccc(OC)cc1 (centres undefined)	1	1	0.9	1	7	-4	-13	6	-4	1
CCS(=O)(=O)Nc1ccc(-c2ccc(NS(=O)(=O)CC)c(OC)c2)cc1OC	1	1.2	1.1	0.8	15	3	2	-6	24	1.2
COc1ccc(-c2nc(SCC(=O)Nc3nccs3)c(-c3ccc(Cl)cc3)[nH]2)cc1	1.1	0.9	0.8	0.7	35	-5	-14	18	30	0.9
Cc1c(N)cccc1-c1nc2ccccc2[nH]1	1	1	1	1.1	-5	2	-6	-1	-11	1.1
CCOC(=O)c1c2c3c(c(Cl)ccc3[nH]c1=O)C(=O)c1ccccc1-2	0.9	2*	0.6	1	19	8	-4	38	0	1.6

Only bIAP inh and Lmaj promast, for 3 of the compounds above:
structure	bIAP inh	Lmaj promast
COc1cc2c(cc1OC)CN(C(=O)CCCN1C(=O)c3ccccc3C1=O)CC2	10	-2
CCCOc1ccc(OCCOCCNCc2ccccc2)cc1	-5	98*
CCOC(=O)C1=C(C)N=C2SC(C(=O)OC)=CC(=O)N2C1c1ccc(OC)cc1 (centres undefined)	-4	7
